Assay outcomes from PubChem.
WT yeast gro inh: growth inhibition of WT yeast, mitochondrial fusion screen. hit rate 2.1% among 190,000. mitochondrial fusion phenotypic screen, WT strain. inhibition, % at 10 µM. AID 1362; in the data active = inhibition above about 58%; tested in S. cerevisiae
human PMI inhibitors: MPI inhibition at elevated mannose 6-phosphate – biochemical, fluorescence intensity, high mannose 6-phosphate, primary screen (AID 1220) | recombinant PMI enzyme, coupled fluorescence intensity; higher % means a stronger effect | hit rate 0.66% among 190,000 | inhibition, % at 20 µM, or IC50 in µM where a hit was titrated
b-catenin transl: modulators of beta-catenin nuclear translocation | HeLa beta-catenin nuclear translocation, immunofluorescence imaging | hit rate 0.3% among 190,000 | nuclear translocation activity, % at 5 µM;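 active = nuclear translocation activity above 50% at 5 µM, with a well cell count of 50 or more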;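 note: per-cell ratio of nuclear to cytoplasmic median beta-catenin stain intensity; plate controls were DMSO negative control for no effect and GSK-3 inhibitor IX positive control for full effect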
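Read-out: Nuclear/cytoplasmic beta-catenin signal ratio, % activation | Assay system: Human HeLa cell line | Times: 24 h compound exposure at 37°C, 5% CO2 | Signal: Fluorescence imaging of beta-catenin antibody stain plus DAPI | Dosing: 5 µM primary, 0.02–20 µM confirmation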
Ins promoter up: MIN6 insulin promoter up-regulation; MIN6 insulin promoter-GFP reporter, high-content imaging; stronger effect = higher value; z-score at 5 µM; hit rate 0.3% among 190,000;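 active = z-score above 3 at 5 µM with at least 500 cells counted in the well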
Autophagy HCS: modulators of autophagy | MEF GFP-LC3 puncta imaging; test concentration mostly 10 µM | calls only at 10 µM (by protocol) | hit rate 0.98% among 190,000 | AID 463193;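 active = percentage of spot-positive cells more than 3 SD above its plate mean, without a fluorescence outlier flag or 80% toxicity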;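 note: spot-positive cell cutoff set from DMSO-treated cells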
Dynein cargo inh: dynein cargo transport inhibition; 3617.4 mouse cells, GR-EGFP nuclear translocation imaging; test concentration mostly 20 µM; stimulated with dexamethasone, 1 µM; stronger effect = lower value; z-score, hits read low; hit rate 0.47% among 220,000; AID 1381;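 active = plate z-score of nuclear minus cytoplasmic receptor signal below a set negative limit, without overly bright fluorescence or cell loss, cut at about -3.5 in these data, passing the limit was not always enough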;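 note: z-score of nuclear minus cytoplasmic ring GR-EGFP intensity difference per well; some compounds called inactive have numbers as strong as hits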
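medium = tetracycline-free induction medium containing charcoal-stripped FBS | probe or stimulus = dexamethasone, 1.0 µM final | timing = 48 h induction, then 1 h compound, then 30 min agonist, 37 °C | detection = automated 10x imaging of fixed Hoechst-stained cells | read-out basis = nuclear versus cytoplasmic GR-EGFP signal, averaged per well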
MT stabilizer: stabilizes microtubules in HeLa cells | hit rate 0.83% among 200,000 | HeLa tubulin immunostaining HCS, 24 h; share of cells brighter than vehicle mean+2SD | % tubulin-high responders, % at 10 µM;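 active = plate Z-score above 3 for both tubulin-high and condensed-nucleus cell shares, with cell loss under 80%, at 10 µM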;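 note: anti alpha tubulin signal scored within the nucleus-defined area of each cell; some results filed as inactive read as strong as hits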
PMI inhibitors: inhibitors of human PMI, primary screen, biochemical, fluorescence intensity, coupled assay (AID 1209). inhibition, % at 20 µM; hits with a dose series show IC50 in µM. hit rate 0.42% among 190,000. purified PMI enzyme, coupled fluorescence intensity; higher % means a stronger effect;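 note: plate controls were DMSO vehicle for no effect and wells lacking substrate for full effect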
Yfh1-off respiration: mitochondrial function rescue without frataxin homolog – Friedreich's ataxia, plus single-dose screen, dose response (AID 1465). S. cerevisiae Yfh1-off respiration, WST-1 reduction, 72 h; higher fold induction means a stronger effect. hit rate 0.074% among 220,000. fold induction at 50 µM; hits with a dose series show EC50 in µM;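 active = fold induction of absorbance versus untreated yeast above a set limit, then at least 30% activation at any dose in follow-up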;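 note: activators that raise dye reduction in frataxin-depleted yeast; strong numbers were not always called active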
WT yeast gro inh mutant strain: recorded beside WT yeast gro inh, whose call it bears; inhibition, %; mitochondrial fusion phenotypic screen, mutant strain inhibition
Dynein cargo inh cytoplasmic EGFP: second read-out of Dynein cargo inh, no call of its own (marks repeat the call); z-score; measured here: cytoplasmic GR-EGFP intensity; stronger effect = higher value
Dynein cargo inh nuclear GR-EGFP: further read-out of Dynein cargo inh, marked with its call; z-score; measured here: nuclear GR-EGFP intensity;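 lower value marks the stronger effect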
Dynein cargo inh cell count: also measured in Dynein cargo inh; calls as there; z-score; measured here: cell count per field
Ins promoter up cell count: recorded beside Ins promoter up, whose call it bears; cell count; measured here: cytotoxicity, nuclei count;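 total cells summed across four imaged fields per well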
b-catenin transl cell count 5 µM: second read-out of b-catenin transl, no call of its own (marks repeat the call); cell count; measured here: cell count, cytotoxicity flag
MT stabilizer Hoechst-high %: second read-out of MT stabilizer, no call of its own (marks repeat the call); % Hoechst-high responders; measured here: nuclear condensation Hoechst responders;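 share of cells brighter than vehicle mean plus two SD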
MT stabilizer cytotoxicity %: also measured in MT stabilizer; calls as there; toxicity, %; measured here: cytotoxicity by cell density;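 0% = mean cell density of plate MIN control wells and 100% = no cells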
Autophagy HCS cell loss 18 h: also measured in Autophagy HCS; calls as there; toxicity, %; measured here: cell loss, nuclei count;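 cell loss after 18 h compound exposure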
* = called active by the depositor; i = inactive; / = not tested or not shown; + = active, no number. Cut-off read from the data, not from the text of the source, unless noted: active = inhibition above about 50%; inactive = the rest.

structure	WT yeast gro inh	WT yeast gro inh mutant strain	human PMI inhibitors	b-catenin transl	b-catenin transl cell count 5 µM	Ins promoter up	Ins promoter up cell count	Autophagy HCS	Autophagy HCS cell loss 18 h	Dynein cargo inh	Dynein cargo inh cytoplasmic EGFP	Dynein cargo inh nuclear GR-EGFP	Dynein cargo inh cell count	MT stabilizer	MT stabilizer Hoechst-high %	MT stabilizer cytotoxicity %	PMI inhibitors	Yfh1-off respiration
Fc1ccc(-n2c(Cc3cccs3)n[nH]c2=S)cc1Cl	18	17	2%	3.4	913	-0.79	1541	i	13	-1	-0.25	-0.4	1.2	2.0	1.4	9.3	4%	i
O=C(OC(C(=O)NCc1cccs1)c1ccccc1F)c1ccco1 (stereo unspecified)	-5	1	-10%	3.4	548	/	/	i	-3	1.6	-0.066	1.1	-1.9	2.5	1.4	4.8	-6%	i
CCCNS(=O)(=O)c1cccc2cccnc12	-5	-2	-5%	0.0	1153	-1.6	930	i	-6	0.048	-0.11	0.14	-0.06	2.8	2.7	3.5	-10%	i
O=C(NCCCN1CCc2ccccc2C1)Nc1ccc(Br)cc1	25	11	-7%	/	/	0.31	802	i	-3	0.021	-0.024	-0.13	0.56	0.7	1.2	18	-1%	i
Cn1c(SCC(=O)NCc2ccccc2)nnc1-c1ccc(NC(=O)CCc2ccccc2)cc1	18	5	4%	-7.3	1200	-0.11	897	i	1	-0.019	-0.21	0.28	0.16	3.7	2.3	5.5	8%	i
O=C(COC(=O)c1ccc2c(=O)n3c(nc2c1)CCC3)NC1CCS(=O)(=O)C1 (stereo unspecified)	-11	4	-5%	1.5	1028	-0.29	1306	i	2	0.17	-0.19	-0.21	-0.91	2.3	1.3	9.7	-9%	i
CC(C)C(c1nnnn1Cc1cccs1)N1CCN(c2ccccc2)CC1 (stereo unspecified)	12	11	2%	-8.0	1050	-0.02	1302	i	1	-0.88	-0.21	-0.47	0.82	2.2	1.5	4.0	2%	i
Cn1cc(Br)c(-c2cccc(N3C(=O)CC(C)(C)CC3=O)c2)n1	/	/	/	1.0	1055	0.35	1404	/	/	0.49	0.0031	0.033	0.52	/	/	/	/	i
O=C(CSc1ccc(-c2ccc(F)cc2)nn1)N1CCN(c2ccccc2)CC1	15	3	0%	-0.7	1095	-0.62	1477	i	21	0.49	-0.27	0.027	0.74	7.1	2.3	7.8	11%	i
O=C(c1cc(COc2ccc(F)cc2Cl)on1)N(Cc1ccncc1)CC1CCCO1 (stereo unspecified)	2	-7	-1%	-0.2	1170	0.01	1451	i	24	-0.12	-0.28	-0.11	0.93	2.8	2.3	5.6	2%	i
O=C(Nc1ccc(Cl)cn1)Nc1cccs1	9	18	-4%	/	/	1.3	1017	i	-4	-0.3	-0.21	0.21	-0.099	2.8	2.2	5.3	-2%	i
COc1ccc(-c2csc3nc(C)n(-n4cccc4)c(=O)c23)cc1	/	/	-11%	/	/	/	/	i	7	0.0084	-0.21	-0.05	-0.23	2.8	3.4	5.5	-14%	i
CCn1nc(C(=O)Nc2nc3ccc(C)cc3s2)c2ccccc2c1=O	-3	-6	4%	-2.7	1188	-0.14	641	+	8.0*	-0.32	-0.13	0.13	0.15	4.1	2.0	2.7	7%	i
CCOc1ncccc1C(=O)Nc1ccc(S(=O)(=O)Nc2nccs2)cc1	/	/	/	0.0	1370	-0.06	1128	/	/	-0.74	-0.84	-0.61	0.52	/	/	/	/	i
Cc1ccc(CSc2ncnc3c2cnn3-c2ccccc2)cc1	-29	19	-4%	-1.7	1093	0.41	1437	i	-3	0.25	-0.18	0.25	0.0079	2.3	3.4	4.8	5%	i
CN(C)C(CNc1ncnc2sc3c(c12)CCCCC3)c1ccco1 (stereo unspecified)	4	-4	13%	/	/	-0.49	1175	i	-3	0.72	-0.3	-0.076	-0.78	2.0	2.6	0.9	5%	i
CC(NC(=O)COc1ccc(/C=N/NS(=O)(=O)c2ccccc2)cc1)c1ccccc1 (stereo unspecified)	16	-1	7%	-2.1	1406	-0.06	1396	i	1	-0.47	-0.19	-0.37	0.13	2.4	1.1	3.6	4%	i
O=[N+]([O-])c1ccc(OC(F)F)c(/C=N/n2cnnc2)c1	/	/	/	-2.6	1121	0.1	994	/	/	0.33	-0.26	0.17	-0.12	/	/	/	/	i
CSCC[C@H](NC(=O)COc1ccc(Cl)cc1Cl)c1nc2ccccc2[nH]1	1	5	7%	3.3	1049	-0.6	1529	i	-5	0.035	-0.19	0.22	-0.74	3.2	3.1	6.8	12%	i
Cc1ccc(NC(=O)COc2ccc(C(=O)NCCc3ccccc3)cc2)cc1	/	/	/	/	/	/	/	i	7	1.8	-0.055	1.2	-0.44	2.5	1.3	8.2	/	i
CC(=O)c1c(C)oc2c1C(=O)c1ccccc1C2=O	4	-1	-10%	-0.8	638	-0.51	1084	i	14	-0.44	-0.12	-0.17	-0.16	1.5	2.0	8.3	0%	i
CCOc1ccc(NS(=O)(=O)c2ccc3[nH]c(=O)cc(C(=O)O)c3c2)cc1	7	2	1%	-3.5	1101	0.13	1662	i	32	-0.4	-0.21	0.1	0.01	4.6	0.7	4.4	-3%	i
Cc1nonc1NC(=O)CSc1nc2ccccc2cc1C#N	26	-8	2%	-1.9	1112	1.3	1553	i	-9	2.2	1.4	1.7	-0.82	3.5	1.6	0.4	5%	i
COC(=O)C(C)n1cnc2c(nnn2Cc2ccc(Cl)cc2)c1=O (stereo unspecified)	17	6	-2%	1.0	1367	1.4	1222	i	-2	-0.54	-0.21	-0.15	0.46	1.6	1.1	6.3	3%	i
O=C(CSc1nnc2n1CCCN2)c1ccc([N+](=O)[O-])cc1	/	/	/	-0.3	1325	0	1137	/	/	1.5	-0.07	1.4	-1.7	/	/	/	/	i
Cn1cc(Cl)c(-c2n[nH]c(=S)n2-c2ccc(F)cc2)n1	-32	-4	4%	0.0	614	0.89	1317	i	-34	-0.54	-0.23	0.29	0.54	3.0	2.0	0.8	2%	i
OCCN1CCN(c2cc(C(F)(F)F)nc3c(F)cccc23)CC1	/	/	/	0.5	1248	1.4	890	/	/	0.098	-0.26	0.61	-0.06	/	/	/	/	i
COc1ccc(CCNC(=O)c2cc(-c3cc(C)cc(C)c3O)n[nH]2)cc1OC	/	/	/	-1.1	1306	-1.1	1112	/	/	-1.2	-0.17	-0.17	0.52	/	/	/	/	i
Cc1cc(C(=O)Cn2nnc3ccccc3c2=O)c(C)n1Cc1cccs1	40	16	9%	-0.7	1173	/	/	i	2	-0.37	-0.2	-0.18	0.13	1.8	1.6	6.8	8%	i
O=C(CSc1nc2ccc([N+](=O)[O-])cc2s1)NC1CCS(=O)(=O)C1 (stereo unspecified)	13	49	14%	-1.2	961	0.75	1282	i	-3	0.24	0.0056	0.21	-1.6	1.9	2.1	2.3	-6%	i
COc1cccc(NC(=O)Nc2ccc3nsnc3c2)c1	16	13	3%	-2.5	1137	-0.3	1953	i	-1	/	/	/	/	1.7	2.1	0.7	2%	i
O=C(COC(=O)CCC(=O)c1ccc(F)cc1)NCc1ccco1	-14	1	1%	-2.8	1111	0.13	1356	i	-5	0.12	-0.37	0.51	0.14	3.3	3.9	9.3	0%	i
CCOC(=O)c1sc(=S)n(-c2ccccc2)c1N(C(C)=O)C(C)=O	-16	-2	-8%	/	/	/	/	i	21	0.067	-0.36	-0.19	0.59	2.0	2.9	4.5	-10%	i
O=[N+]([O-])c1cc(/C=N\O)ccc1Oc1ccc(F)cc1	6	3	-2%	1.1	1387	0.75	1411	i	15	2.8	-0.11	1.6	-0.79	4.0	1.2	5.0	-4%	i
COc1ccc(Cc2nnn(CC(=O)O)n2)cc1	14	18	3%	-0.8	1112	-0.21	1740	i	3	-0.62	-0.38	-0.5	0.23	2.8	3.0	6.5	5%	i
O=C(CN1CCN(C2CCCCC2)CC1)NCCC1=CCCCC1	4	6	4%	-2.0	1358	0.77	1513	i	-3	-0.12	-0.18	0.084	-0.2	6.8	2.1	12	-3%	i
CC1=NN(C(=O)c2ccc(Cn3cc([N+](=O)[O-])cn3)cc2)C(O)(C(F)(F)F)C1 (stereo unspecified)	19	-14	5%	-1.2	545	-0.23	1335	i	2	0.65	0.68	0.5	-0.95	1.7	2.6	0.1	3%	i
O=[N+]([O-])c1ccccc1SNc1ccccn1	-1	-9	12%	/	/	0.24	1414	i	14	-0.59	-0.26	0.37	0.58	3.0	3.0	11	6%	i
CCOC(=O)c1[nH]c2ccccc2c1NC(=O)c1ccco1	12	19	6%	/	/	0.76	1214	i	-6	0.027	-0.18	0.52	0.092	2.4	2.3	5.3	9%	i
CC(=O)c1cnc(-c2ccccc2Cl)s1	-19	-2	8%	-4.0	1098	0.17	1504	i	2	0.81	-0.29	0.41	-0.81	2.2	1.5	0.9	0%	i
COc1cc(-c2nnc(-c3cccnc3)o2)cc(OC)c1OC	5	-10	7%	2.1	1169	0.02	1236	i	-8	0.16	-0.24	0.27	0.3	4.5	2.1	7.9	8%	i
